N370S GC: inhibitors or activators of N370S glucocerebrosidase for Gaucher disease; P04062; N370S GC spleen homogenate, 4MU-glucoside fluorescence; Potency, µM (series often up to 59.4 µM), inactives show at the highest dose activity change, negative = inhibition, hits mostly inhibitors; 330,000 tested, 0.092% active;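 further: 0% = full enzyme activity and -100% = no enzyme basal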
FEN1 inhibitor: human FEN1 inhibition; Recombinant FEN1 flap cleavage, fluorescence, 15 min; AID 588795; Potency, µM (highest dose often 114 µM), for the others: top-dose activity change, negative = inhibition, actives largely listed as inhibitors; 390,000 tested, 0.35% active; P39748; further: nearly all actives have a fitted effect of over 65% in size
Target sequence (P39748 whole entry, looked up): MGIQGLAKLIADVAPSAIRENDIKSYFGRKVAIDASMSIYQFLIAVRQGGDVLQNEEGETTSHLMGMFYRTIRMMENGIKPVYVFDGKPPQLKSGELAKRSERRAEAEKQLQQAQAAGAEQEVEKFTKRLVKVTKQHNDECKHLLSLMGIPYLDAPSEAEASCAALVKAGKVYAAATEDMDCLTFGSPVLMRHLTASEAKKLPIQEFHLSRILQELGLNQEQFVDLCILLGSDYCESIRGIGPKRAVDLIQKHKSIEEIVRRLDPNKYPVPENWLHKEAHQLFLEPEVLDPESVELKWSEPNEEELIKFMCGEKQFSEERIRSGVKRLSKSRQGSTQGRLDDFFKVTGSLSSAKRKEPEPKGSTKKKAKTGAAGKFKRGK
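Enzyme 10 nM, 15 min RT preincubation with compound; start with substrate 50 nM final; reads at 0 and 15 min; qHTS titration, four-parameter Hill fit.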
KAT2A inh: blocks human GCN5L2 histone acetyltransferase | Q92830 | GCN5L2 HAT assay, ThioGlo1 CoA-SH fluorescence | Potency, µM (titrated, usually from 58.9 µM), without a hit: at the highest dose activity change, negative = inhibition, actives largely listed as inhibitors | 390,000 tested, 0.21% active | AID 504327
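Compounds, pin-transferred from DMSO stocks, meet 20nM GCN5L2 for 15 min before the reaction begins with H3(1-25) peptide (75uM) and acetyl-CoA (70uM). Thiol-reactive ThioGlo1 reports CoA release over 20 min at room temperature.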
* marks the source's active call; other numbers are inactive results; u = inconclusive; x = no result given; & = joins results of further samples; [ ] = another dose, or the depositor's remark. The call rests on the fitted dose curve; in most records, active means well fitted curve in the direction sought with a large enough effect; inconclusive means small, poorly fitted or top-dose-only effect, or another doubt; inactive means no such curve, though single readings can be large; an effect the other way counts as inactive or inconclusive. Unless noted, on the % scale 0 is the no-effect control and ±100 the full control effect; potency means the concentration at half of the fitted maximal effect. A portion of the library; the hit share may differ from the screen's.

nr	N370S GC	compound	FEN1 inhibitor	KAT2A inh
1	-17%	O=C(CCc1nnc2ccc(N3CCC4(CC3)OCCO4)nn12)NCc1ccccc1Cl	1%	-2%
2	x	CCC(CC)C(=O)N1c2ccccc2C(C)(c2ccccc2)CC1(C)C (stereo not given)	1%	-14%
3	-13%	CCN(C(=O)COC(=O)c1cccc(NS(=O)(=O)c2ccc(F)c(F)c2)c1)C1CCS(=O)(=O)C1 (stereo not given)	x	-6%
4	-6%	O=C(COC(=O)c1cc([N+](=O)[O-])ccc1Cl)NC1CCCC1	-8%	-3%
5	6%	COc1ccccc1CNC(=O)c1ccc2nc(N3CCOCC3)sc2c1	-2%	-2%
6	-9%	Cc1cccc(CCNC(=O)C2CCN(S(=O)(=O)c3cccc4cccnc34)CC2)c1	-12%	-24%
7	-29%	CCc1nnc(NS(=O)(=O)c2ccc(N/C=C/C(=O)c3ccc(C)cc3)cc2)s1	1%	-8%
8	-6%	O=C(NCc1ccco1)c1nnc(Cc2ccc(F)cc2)o1	-6%	-1%
9	-7%	c1ccc(C(c2ccccc2)N2CCN(Cc3nnnn3C3CCCC3)CC2)cc1	2%	1%
10	7%	COC(=O)c1nnn(-c2nonc2N)c1CSc1ccc(Cl)cc1	-11%	-2%
11	-11%	COc1cc(NS(=O)(=O)c2cn(C)cn2)cc(OC)c1	19%	4%
12	-3%	O=[N+]([O-])c1ccc(S(=O)(=O)Nc2cccc(-c3ccc(N4CCOCC4)nn3)c2)cc1	0%	-1%
13	9%	CCCNC(=O)OCC12CC3CC(CC(C3)C1)C2	0%	27%
14	x	Cc1noc(C)c1COC(=O)C1CCN(S(=O)(=O)c2ccc(F)cc2)CC1	-1%	-5%
15	-6%	O=C(O)C1C2C=CC(C2)C1C(=O)N1CCOCC1 (stereo not given)	3%	2%
16	28%	O=C(NC1CCCC1)c1ccccc1OCc1ccccc1	-2%	1%
17	-15%	O=C(O)CC/C(=N\Nc1ccc(S(=O)(=O)N2CCCC2)cc1[N+](=O)[O-])c1cccs1	-24%	-7%
18	1%	O=C1N=c2ccc([N+](=O)[O-])cc2=C1c1sc(=O)[nH]c1O	u	-24%
19	-4%	CCC1CCCCN1Cc1nc2c(c(=O)n(C)c(=O)n2C)n1CCCc1ccccc1 (stereo not given)	-2%	-1%
20	1%	Cn1nc(C(=O)Nc2nc3ccccc3[nH]2)c2ccccc2c1=O	-15%	10%
21	5%	COCCN1Cc2cccc(C(=O)Nc3ccccc3OC)c2C1=O	-1%	0%
22	x	O=C(Nc1cc2c(cc1C(=O)c1ccc(Br)cc1)OCCO2)c1ccc(Cl)cc1	-29%	0%
23	-3%	COC(=O)c1ccc(C(=O)OC)c(NC(=O)CSCc2ccccc2Br)c1	-14%	-9%
24	0%	COc1ccc(NC(=O)CSc2n[nH]c(C(C)C)n2)c([N+](=O)[O-])c1	1%	3%

Ordered by the number under KAT2A inh (largest number first): 3 of the compounds above.
nr	N370S GC	compound	FEN1 inhibitor	KAT2A inh
20	1%	Cn1nc(C(=O)Nc2nc3ccccc3[nH]2)c2ccccc2c1=O	-15%	10%
16	28%	O=C(NC1CCCC1)c1ccccc1OCc1ccccc1	-2%	1%
17	-15%	O=C(O)CC/C(=N\Nc1ccc(S(=O)(=O)N2CCCC2)cc1[N+](=O)[O-])c1cccs1	-24%	-7%

Additional compounds:
nr	N370S GC	compound	FEN1 inhibitor	KAT2A inh
25	1%	Cc1cc2cc3c(C)cc(=O)oc3c(C)c2o1	5%	-6%
26	-7%	CCC(=O)N(CCc1ccc(OC)c(OC)c1)Cc1cc2ccc(C)cc2n2nnnc12	-2%	-5%
27	2%	C=C(C)[C@H]1CC=C(CO)CC1	x	19%
28	8%	COc1ccc(-c2nc(SCC(=O)NCc3ccco3)c(-c3ccccc3)[nH]2)cc1OC	-16%	-10%
29	14%	Cc1ccc(CSC2=Nc3ccccc3C3=NC(CCC(=O)NCc4ccco4)C(=O)N23)cc1 (stereo not given)	-8%	-2%
30	u	CN(C)S(=O)(=O)c1ccc(C(=O)NC2CCCc3ccccc32)cc1 (stereo not given)	0%	-16%
31	x	Cc1nn(CCCC(=O)NCc2cccc(F)c2)c(=O)c2nn(-c3ccccc3)c(C)c12	-12%	u
32	10%	COc1ccccc1-n1cnnc1SCc1csc(-c2ccccc2)n1	12%	-3%
33	-3%	CCCCCCC(=O)N(O)C1CC(=O)N(Cc2ccccc2)C1=O (stereo not given)	12%	-2%
34	-6%	CC(Sc1nnc(-c2ccco2)n1N)C(=O)NCc1ccc2c(c1)OCO2 (stereo not given)	-1%	0%
35	20%	COc1cc(CNC2CCCCC2OC)cc(OC)c1 (stereo not given)	-3%	4%
36	-9%	O=C(O)COc1ccccc1/C=N/NC(=O)CSc1nc2ccccc2n1Cc1ccccc1	-2%	2%
37	-21%	COC(=O)c1ccc(/C=N/Nc2nc(C)c(C)s2)cc1	-1%	u
38	-2%	Cc1ccc(S(=O)(=O)N(Cc2cccc(C)c2)C(=O)N2CCN(C)CC2)cc1	-4%	-4%
39	x	COc1ccc(-n2sc3ccc(F)cc3c2=O)cc1	u	2.8µM*
40	x	Cn1nc(C(=O)NCC(c2cccs2)N2CCOCC2)c2ccccc2c1=O (stereo not given)	-6%	-4%
41	-9%	COC1CCN(C(=O)c2cc(COc3ccc(-n4cncn4)cc3)on2)CC1	-14%	1%
42	3%	O=C(Nc1ccccc1)/C(=C\c1ccc(F)cc1)NC(=O)c1ccco1	16%	-3%
43	0%	COc1ccc(NC(=S)NCCCN2CCOCC2)cc1	3%	-6%
44	-1%	O=C(CCc1nnc2ccc(NCc3ccccc3)nn12)NC1CCCC1	-8%	1%
45	3%	COc1ccc(OC)c(NC(=O)C2=C(C)NC(=O)NC2c2cccs2)c1 (stereo not given)	-4%	0%
46	u	COc1cc(C2Nc3ccccc3C(=O)N2c2ccccc2)ccc1O (stereo not given)	1%	-9%
47	29%	Cn1cnnc1SC1CCCCC1NS(=O)(=O)c1ccc(Cl)cc1 (stereo not given)	2%	-3%
48	-15%	CC1=C(C(=O)OCc2ccc([N+](=O)[O-])cc2)N2C(=O)C(NC(=O)Cc3ccccc3)C2SC1 (stereo not given)	2%	5%
49	-7%	COc1ccc2c(c1)[nH]c1c(N3CCN(Cc4ccc5c(c4)OCO5)CC3)ncnc12	u	-16%
50	1%	Cc1cc(C)c2nc(-c3ccccn3)cc(C(=O)NCCc3ccc(S(N)(=O)=O)cc3)c2c1	-5%	-9%
51	-1%	CCC(CC)NC(=O)COC(=O)c1ccc2c(c1)C(=O)N(Cc1ccco1)C2=O	4%	-3%
52	6%	CCc1nc(SCC(=O)NCCc2ccc(OC)c(OC)c2)c2c(=O)n(C)c(=O)n(C)c2n1	-2%	-7%
53	10%	CC(C)(C)[C@H]1C=C(C(=O)N2CCN(Cc3ccc4c(c3)OCO4)CC2)O[C@@H](OCCCCO)C1	1%	-5%
54	-22%	COCCCNC(=O)COc1ccc(S(=O)(=O)NCc2ccccc2)cc1Cl	-2%	-5%
55	-22%	C[C@H](/C=C/[C@@]1(O)[C@H](C)C[C@H](O)CC1(C)C)O[C@@H]1O[C@H](CO)[C@@H](O)[C@H](O)[C@H]1O	24%	-1%
56	0%	O=C(O)C1C2C=CC(C2)C1C(=O)N1CCN(C/C=C/c2ccccc2)CC1 (stereo not given)	-5%	-17%
57	-14%	OCCNc1nc2nonc2nc1NCCO	-2%	2%
58	3%	Cc1ccc(C)c(-c2nnc(NC(=O)CCS(=O)(=O)c3ccc(F)cc3)o2)c1	-6%	1%
59	x	O=C(NNC(=O)c1ccc2nc[nH]c2c1)c1ccccc1	-5%	-7%
60	u	CCN(CC(=O)Nc1ccc(NC(C)=O)cc1)CC(=O)Nc1ccccc1C(=O)c1ccccc1	-23%	-9%

Compounds above that contain fluorine, in the order listed:
nr	N370S GC	compound	FEN1 inhibitor	KAT2A inh
3	-13%	CCN(C(=O)COC(=O)c1cccc(NS(=O)(=O)c2ccc(F)c(F)c2)c1)C1CCS(=O)(=O)C1 (stereo not given)	x	-6%
8	-6%	O=C(NCc1ccco1)c1nnc(Cc2ccc(F)cc2)o1	-6%	-1%
14	x	Cc1noc(C)c1COC(=O)C1CCN(S(=O)(=O)c2ccc(F)cc2)CC1	-1%	-5%
31	x	Cc1nn(CCCC(=O)NCc2cccc(F)c2)c(=O)c2nn(-c3ccccc3)c(C)c12	-12%	u
39	x	COc1ccc(-n2sc3ccc(F)cc3c2=O)cc1	u	2.8µM*
42	3%	O=C(Nc1ccccc1)/C(=C\c1ccc(F)cc1)NC(=O)c1ccco1	16%	-3%
58	3%	Cc1ccc(C)c(-c2nnc(NC(=O)CCS(=O)(=O)c3ccc(F)cc3)o2)c1	-6%	1%

Continuation.
nr	N370S GC	compound	FEN1 inhibitor	KAT2A inh
61	6%	O=c1c2cc(-c3ccccc3)sc2nc2n1N=C(c1ccccc1)CS2	4%	-14%
62	0%	O=S(=O)(c1cccc2nonc12)N1CCCCCC1	18%	-10%
63	2%	Cc1cc(/C=C(\C#N)C(=O)NCCc2c[nH]c3ccccc23)c(C)n1C	-19%	-17%
64	-8%	CC(=O)c1ccc2oc3ccccc3c(=O)c2c1	11%&-16%	-8%
65	17%	COc1cc(S(=O)(=O)Nc2cc(C)cc(C)c2)ccc1F	-5%	-4%
66	12%	CC(CCc1ccccc1)NC(=O)CNC(=O)COc1ccccc1 (stereo not given)	0%	-8%
67	0%	N#CCSc1nnc(Cc2cccs2)n1C1CCCCC1	-6%	0%
68	x	Cc1cccc(NC(=O)Cn2c(=O)n(CCC(C)C)c(=O)c3cccnc32)c1	13%	-1%
69	3%	Cc1cc(C(=O)COC(=O)CNC(=O)c2ccc(Cl)c(Cl)c2)c(C)n1Cc1ccco1	-11%	-11%
70	-1%	BrC(=C\c1ccccc1)/C=N/N1CCN(Cc2ccccc2)CC1	-4%	-2%
71	x	O=C(C[C@H]1C/C=C\C[C@@H](Cc2ccc(F)cc2)C(=O)O[C@H](c2ccccc2)CNC1=O)NCCO	-1%	-3%
72	x	COc1ccc(-c2csc3ncnc(Nc4ccc(OC)c(OC)c4)c23)cc1	-7%	32%[activator]
73	7%	COc1cccc(/C=C/C(=O)OCC(=O)NCCC2=CCCCC2)c1	1%	-12%
74	u	NS(=O)(=O)c1ccc(CNC(=S)Nc2ccc(F)c(Cl)c2)cc1	-5%	-1%
75	3%	O=C(Cc1ccccc1)Nc1c(C(=O)N2CCCCCC2)cnn1-c1ccccc1	0%	0%
76	-4%[12.8 µM]	C/C(CCN1CCCCc2nc(C)c(C)cc21)=N\O[C@@H](C)c1cn([C@H](CO)Cc2ccccc2)nn1	x	-7%
77	u	CCOc1ccccc1N(CC(=O)NC1CCCCC1)S(=O)(=O)c1ccc(C)cc1	-13%	-15%
78	8%	C#CCOCCOCCOCCNc1nc(N2CCN(C(=O)C([C@@H](C)CC)n3cc(C(N)CO)nn3)CC2)nc(N2CCN(C(=O)[C@H](CCC(=O)O)n3cc(C(N)[C@H](C)CC)nn3)CC2)n1 (stereo not given in full)	x	2%
79	10%	Cc1ccccc1/C=C\c1nc2ccccc2c(=O)n1Cc1ccccc1	-14%	-1%
80	15%	O=C(O)CCN1C(=O)C2C3C=CC(C3)C2C1=O (stereo not given)	5%	-1%
81	2%	O=C(COC(=O)CN1C(=O)C2CCCCC2C1=O)NNC(=O)c1ccc(Cl)cc1 (stereo not given)	-1%	-8%
82	16%	CC(C)Cn1c2c(c(O)c(C(=O)Nc3nccs3)c1=O)CCCC2	-3%	-10%
83	-1%	O=C(Nc1cccc(F)c1)C1CCCN(S(=O)(=O)c2cnc[nH]2)C1 (stereo not given)	-8%	-17%
84	5%	COCCN(C(=O)COC(=O)c1oc2ccc(OC)cc2c1C)c1c(N)n(Cc2ccccc2)c(=O)[nH]c1=O	-3%	-7%
85	-5%	CCOC(=O)N1CCC(NC(=O)Cn2cccc2C(=O)c2ccccc2)CC1	1%	-3%
86	-16%	COc1c(C)cc(Br)cc1C(=O)Nc1ccc(Cc2ccncc2)cc1	0%	-9%
87	5%	CC1(C)Cc2ccccc2-c2nnc(SCC(=O)N3CCc4ccccc43)n21	-9%	-18%
88	-1%	Cc1cccc(NC(=O)c2cc(-c3cc(C)cc(C)c3O)n[nH]2)c1	-15%	u
89	-2%	CCCNC(=O)c1nn2cc(Br)cnc2c1Br	18%	-13%
90	11%	CCC(=O)NC(NC(=O)CC)C(Cl)Cl	-8%	-15%
91	x	CCOC(=O)c1cc(C)n(CC2CCC(C(=O)Nc3cc(OC)cc(OC)c3)CC2)c1C (stereo not given)	6%	-13%
92	1%	CCCCN1CN=C(Nc2nc3ccccc3o2)NC1	2%	2%
93	6%	COc1ccccc1N1CCN(C(=O)c2ccc(NC(C)=O)cc2)CC1	-6%	-1%
94	3%	O=C(c1cc2nc(C3CC3)cc(C(F)(F)F)n2n1)N1CCCC1	-1%	-3%
